PostGolgi yeast: phenotypic screen on post-Golgi transport, primary screen. actives 0.9% (n = 98,000). post-Golgi transport phenotypic cell assay. AID 739, 2007. inhibition, % at 10 µM;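 note: yeast cells grown in 1536-well plates; yeast grown about 18 h at 30C before absorbance read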
sEH activator: soluble epoxide hydrolase activators, primary screen, biochemical, human sEH; AID 717, 2007; activation, % at 2 µM; purified human sEH enzymatic activity, activator screen; actives 0.04% (n = 91,000); in the data active = activation above about 37%; note: values of inactives mirror those of a sister screen read the other way
S1P2 ag: S1P2 receptor agonists, primary screen, cell-based; S1P2-expressing cell line, agonist reporter read-out; actives 0.46% (n = 97,000); Sphingosine 1-phosphate receptor 2 (Homo sapiens), O95136; activation, % at 4.5 µM; in the data active = activation above about 16%;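 note: 0% = vehicle low control and 100% = maximal reference agonist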
Target sequence (O95136 whole entry, looked up): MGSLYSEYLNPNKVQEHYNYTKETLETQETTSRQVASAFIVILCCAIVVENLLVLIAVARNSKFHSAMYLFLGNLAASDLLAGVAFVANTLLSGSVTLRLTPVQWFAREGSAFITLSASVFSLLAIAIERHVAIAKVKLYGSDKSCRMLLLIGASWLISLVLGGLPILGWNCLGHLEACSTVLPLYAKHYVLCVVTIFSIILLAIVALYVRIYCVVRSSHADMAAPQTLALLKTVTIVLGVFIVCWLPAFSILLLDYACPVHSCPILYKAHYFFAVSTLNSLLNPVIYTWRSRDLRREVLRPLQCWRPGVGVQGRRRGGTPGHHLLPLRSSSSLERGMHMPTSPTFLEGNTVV
hDAT+cocaine: changed hDAT dopamine uptake under cocaine IC80, either direction, primary screen, cocaine antagonist project, cell-based, LLC-PK1 hDAT, [14C]-dopamine uptake, MLSMR. Sodium-dependent dopamine transporter (Homo sapiens), Q01959. LLC-PK1 hDAT cells, [14C]-dopamine uptake with cocaine IC80; actives deviate in either direction. B-score at 10 µM. actives 1.3% (n = 110,000);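 active = Z score or B-score, a plate-position-corrected score, falls beyond the plate's 99.7% confidence bounds, in either direction; inactive = both scores lie inside the 99.7% bounds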;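 note: scored against the spread of the other compound wells on the same plate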
PostGolgi ctrl: growth inhibition of yeast control strain, primary screen, counter-screen for post-Golgi transport modulator project; efflux-deficient yeast background strain, growth absorbance A615, 16 h; inhibition, % at 10 µM; actives 5% (n = 98,000); AID 738, 2007
S1P2 antag: human S1P2 receptor antagonists, primary screen, cell-based. Sphingosine 1-phosphate receptor 2 (Homo sapiens), O95136. cell-based S1P2 antagonist assay, inhibition at 5 uM. inhibition, % at 5 µM. actives 0.21% (n = 97,000). AID 736, 2007; in the data active = inhibition above about 45%;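 note: CRE beta-lactamase reporter cells expressing human S1P2 stimulated with S1P; 0% = agonist at EC80 alone and 100% = agonist plus reference antagonist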
sEH inhibitor: soluble epoxide hydrolase inhibitors, primary screen, biochemical, human sEH; Bifunctional epoxide hydrolase 2 (Homo sapiens), P34913; recombinant human sEH enzymatic activity assay; inhibition, % at 2 µM; actives 0.34% (n = 91,000); AID 707, 2007; in the data active = inhibition above about 80%; note: values of inactives mirror those of a sister screen read the other way; many of its hits are not listed in these tables
CYP2C19 act: human CYP2C19 activators, primary screen, biochemical, luminescence. activation factor at 5 µM. 96,000 tested, under 10 active. recombinant CYP2C19, luciferin-H EGE luminescence; stronger effect = higher value; 0 = fully inhibited enzyme, 1 = untreated enzyme. Cytochrome P450 2C19 (Homo sapiens), P33261;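 active = activation factor of at least 2 at 5 µM in the primary screen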;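 note: 0 = wells with 2.5 mM tranylcypromine and 1 = vehicle-only wells; values of inactives mirror those of a sister screen read the other way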
Target sequence (P33261 whole entry, looked up): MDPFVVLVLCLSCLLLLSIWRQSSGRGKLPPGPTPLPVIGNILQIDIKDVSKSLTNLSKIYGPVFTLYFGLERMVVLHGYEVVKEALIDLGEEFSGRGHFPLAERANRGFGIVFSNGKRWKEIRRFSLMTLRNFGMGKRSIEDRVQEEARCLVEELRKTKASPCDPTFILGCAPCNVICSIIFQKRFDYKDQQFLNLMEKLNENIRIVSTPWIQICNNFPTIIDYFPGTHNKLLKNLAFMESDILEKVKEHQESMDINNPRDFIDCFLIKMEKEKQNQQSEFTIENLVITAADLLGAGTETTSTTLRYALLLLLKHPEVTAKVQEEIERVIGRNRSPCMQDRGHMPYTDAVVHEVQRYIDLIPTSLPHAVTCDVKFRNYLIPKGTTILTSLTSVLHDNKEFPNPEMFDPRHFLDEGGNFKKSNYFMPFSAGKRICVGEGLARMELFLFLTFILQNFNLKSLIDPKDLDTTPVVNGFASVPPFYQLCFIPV
CYP2C19 inhib: blockers of cytochrome P450 2C19 activity – biochemical, luminescence, ADME assay, primary screen. P33261. CYP2C19 Supersomes, luciferin-H EGE luminescence, 30 min. inhibition, % at 5 µM. actives 21% (n = 96,000);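 active = CYP2C19 inhibition above a set limit at 5 µM in the primary screen, cut at about 50% in these data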;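 note: plate controls were negative control wells for no effect and 2.5 mM tranylcypromine positive control for full effect; values of inactives mirror those of a sister screen read the other way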
An asterisk follows results filed as active; . = not tested or not shown. Cut-off read from the data, not from the text of the source, unless noted: active = inhibition above about 30%; inactive = the rest.

SMILES	PostGolgi yeast	sEH activator	S1P2 ag	hDAT+cocaine	PostGolgi ctrl	S1P2 antag	sEH inhibitor	CYP2C19 act	CYP2C19 inhib
CC(C)n1cc(C(=O)c2cc(Br)ccc2O)cc(C#N)c1=O	-1	12	-9	-0.42	11	9	-13	0	98*
Cc1nc2sc3c(c2c(=O)[nH]1)CCC3	-1	.	.	-0.47	-9	.	.	1.2	-16
CCNS(=O)(=O)c1ccc(NS(C)(=O)=O)cc1	1	0	-6	-0.58	-1	0	1	1.1	-10
O=C(CN1CCC(n2nnc3ccccc32)CC1)Nc1ccc2c(c1)CCC2	-5	-30	-5	3.1*	5	10	28	0.3	68*
Nc1c(C(=O)OCC2CCCO2)c2nc3ccccc3nc2n1-c1ccc2c(c1)OCCO2 (centres undefined)	43*	-11	-11	1.3	2	2	10	0.5	54*
COc1ccc(-c2nnc(SCc3nnc(-c4ccccc4)o3)n2-c2ccccc2)cc1	-17	.	-3	-0.29	17	7	.	1.1	-8
O=C(NC1CCN(Cc2ccccc2)CC1)C1CCCN(c2nnc(-n3cccc3)s2)C1 (centres undefined)	-7	.	.	-0.44	10	.	.	0.9	12
O=C(NNC1=C(C(=O)C(F)(F)F)CCC1)c1ccccc1Cl	0	9	-6	-1.4	1	-18	-12	1.1	-10
COc1ccc(-n2cnnc2SCC(=O)NC2CCS(=O)(=O)C2)cc1 (centres undefined)	-4	-12	-5	-0.75	10	-4	10	1.2	-18
C=CCNc1nc(NCCO)nc(N2CCCC2)n1	3	17	-6	-0.49	2	-19	-14	1	-1
CN(C)/C=N/c1ncnc2c1cnn2-c1ccc(C(F)(F)F)cn1	14	-1	-8	-0.37	4	-13	5	.	.
CN1CCN(c2ccc(NC(=O)COc3ccccc3Cl)cc2)CC1	1	-11	-4	0.33	4	-1	14	0.8	22
O=C(c1cccc(Br)c1)c1cn(-c2ccccc2)nc1C(=O)c1ccccc1	-4	-5	-7	.	8	4	7	0.6	38
Cc1ccc2c(CC(=O)OCn3nnc4ccccc4c3=O)coc2c1	-7	-9	-5	-0.84	15	12	8	1	-3
C=CCn1c(SCC(=O)NCCOC)nc2scc(-c3ccco3)c2c1=O	11	7	-5	-0.44	3	-9	-6	0.2	78*
CCc1cc(=O)oc2cc(C)cc(OCc3nn[nH]n3)c12	6	8	-6	-0.65	3	25	-11	1	0
CC(=O)c1ccc(N2CCN(C(=S)Nc3cccc(F)c3)CC2)cc1	-6	-21	-5	-0.58	5	12	21	0.8	22
O=C(NCc1ccccc1)C1CCN(S(=O)(=O)N2CCCCCC2)CC1	5	-38	-3	1.2	1	-7	41	.	.
O=C(Nc1ccccc1)OCc1ccccn1	-1	2	-5	-0.81	1	-5	0	0.5	51*
O=c1c2ccccc2nc2n1C(CSCc1ccc(Cl)cc1Cl)CS2 (centres undefined)	-4	-11	-5	-0.78	14	16	10	0.4	64*
c1ccc(-c2nc(N3CCCCC3)nc3ccccc23)cc1	.	2	3	0.72	.	-19	-1	.	.
CCOC(=O)Cn1c(-c2ccccn2)nc2ccccc21	5	.	-2	0.91	7	9	.	0.5	51*
Cn1nc(C(F)(F)F)c2cc(NC(=O)OCc3ccc(F)cc3)sc21	-4	-4	-4	0.45	18	-13	5	0.5	52*
CCOC(=O)C1C(=O)CC(C)(O)C(C(=O)OCC)C1c1ccccc1OC (centres undefined)	-4	3	-1	0.86	7	-12	0	1	-4
CCOC(=O)c1[nH]c(C)c(/C(O)=C2\C(=O)C(=O)N(CCN(C)C)C2c2ccncc2)c1C (centres undefined)	2	5	-4	0.48	-2	-3	-5	1	-5
Cc1ccccc1OCCN1C(=O)NC2(CCCc3ccccc32)C1=O (centres undefined)	15	21	-4	0.63	-2	-11	-17	0.6	35
O=C(NCc1cccs1)c1nc2c(nnn2Cc2ccc(F)cc2)c(=O)[nH]1	-7	-21	-2	1.1	7	-16	24	.	.
CCNC(=O)c1sc(=S)n(-c2ccc(C)cc2)c1N	-4	3	-9	-0.42	8	6	-3	0.7	26
CC(C)COC(=O)NCCCOC(=O)Nc1ccccc1	7	.	-3	0.15	6	7	.	0.6	38
CCOC(=O)c1cc(C)n(-n2cnnc2)c1C	1	3	3	-0.79	2	-13	0	1.2	-18
CCNc1ccc2c(Cl)cc(=O)oc2c1	-2	14	-5	.	2	47*	-16	1	-5
CNc1nc(CC(C)=O)ns1	-2	-11	-8	-1.1	3	15	10	1	4
Cc1ccc(Cn2ccc(NC(=O)C3C4CCC(C4)C3C(=O)O)n2)cc1 (centres undefined)	-1	6	1	1.4	5	-10	-4	0.8	15
CN(C)c1nc(Oc2ccc(=O)n(-c3ccccc3)n2)nc(N2CCOCC2)n1	22	.	.	0.0014	22	.	.	0.7	32
CCCN(CCC)S(=O)(=O)c1ccc(C(=O)N2CCCc3ccccc32)cc1	4	-13	-3	-0.28	18	8	13	0.8	21
COCCNC(=O)C1CC(=O)N(C2CCCC2)C1 (centres undefined)	5	0	-4	-0.37	6	14	0	1.2	-16
CCOC(=O)c1cnc(SC)nc1Oc1cccc(NS(=O)(=O)c2ccc(Cl)cc2)c1	-4	-3	-3	-0.086	-3	8	5	.	.
N/C(=N\OC(=O)c1ccc(Cl)cc1)c1nonc1N	-2	-4	-6	-0.46	6	-17	4	0.9	10
COc1c2ccoc2nc2c(OC)cccc12	-3	11	-1	0.17	14	-11	-18	0.9	6
COC(=O)c1ccccc1S(=O)(=O)N(CCCO)Cc1cc2c(C)ccc(C)c2[nH]c1=O	10	-9	-2	0.45	36*	5	14	0.5	54*

An excerpt from above in order of length of the SMILES, smallest number first:
SMILES	PostGolgi yeast	sEH activator	S1P2 ag	hDAT+cocaine	PostGolgi ctrl	S1P2 antag	sEH inhibitor	CYP2C19 act	CYP2C19 inhib
CCNc1ccc2c(Cl)cc(=O)oc2c1	-2	14	-5	.	2	47*	-16	1	-5
CCOC(=O)c1cc(C)n(-n2cnnc2)c1C	1	3	3	-0.79	2	-13	0	1.2	-18
COCCNC(=O)C1CC(=O)N(C2CCCC2)C1 (centres undefined)	5	0	-4	-0.37	6	14	0	1.2	-16
CCNC(=O)c1sc(=S)n(-c2ccc(C)cc2)c1N	-4	3	-9	-0.42	8	6	-3	0.7	26
c1ccc(-c2nc(N3CCCCC3)nc3ccccc23)cc1	.	2	3	0.72	.	-19	-1	.	.
Cc1ccccc1OCCN1C(=O)NC2(CCCc3ccccc32)C1=O (centres undefined)	15	21	-4	0.63	-2	-11	-17	0.6	35

(further entries)
SMILES	PostGolgi yeast	sEH activator	S1P2 ag	hDAT+cocaine	PostGolgi ctrl	S1P2 antag	sEH inhibitor	CYP2C19 act	CYP2C19 inhib
CN(C)c1ccc(CN(C(=O)C2COc3ccccc3O2)C2CCS(=O)(=O)C2)cc1 (centres undefined)	-13	1	-4	0.0049	3	7	0	0.1	94*
CCOC(=O)c1cn(-c2ccccc2)nc1-c1ccncc1	-1	-2	-2	0.7	-1	-20	0	0.1	91*
CCOc1ccc2c(c1)n([O-])c1c([n+]2=O)CCCC1	5	.	.	0.73	-6	.	.	0.9	12
CC(=O)Nc1ccc(S(=O)(=O)N2CCN(C(C)CCc3ccccc3)CC2)cc1 (centres undefined)	1	12	2	2.3	12	-36	-10	0.5	50
COc1ccc(N2CC(C(=O)OCC(=O)c3cccc(OC)c3)CC2=O)cc1 (centres undefined)	7	-3	-4	.	5	6	3	0.8	15
CCn1c(CNC(=O)c2cccc(C)c2)nnc1SCC(=O)Nc1cccc(OC)c1	-3	6	-8	0.32	3	2	-9	0.9	5
CCN(CC)c1ccc(C2C(C(=O)OCCOC(C)C)=C(C)NC3=C2C(=O)CCC3)cc1 (centres undefined)	14	4	1	2.4	3	11	-3	0.7	27
COc1cc2c(cc1OC)C(COc1ccc(F)cc1)N(C(=O)c1ccco1)CC2 (centres undefined)	-4	2	0	0.18	21	-22	0	0.1	86*
Cc1ccccc1C(=O)N1CCc2ccccc2C1	-8	2	-1	-0.29	5	-9	-3	.	.
CCOC(=O)C1=C(c2cccc(F)c2)NC(=S)NC1C (centres undefined)	16	-4	-5	-0.046	7	-2	6	0.3	72*
CC(=O)c1cc2c(cc1NC(=O)CN1CCC(Cc3ccccc3)CC1)OCO2	-4	34	-9	-0.47	10	-9	-31	0.3	71*
CC(=O)Nc1ccc(OCC(O)CN2CCN(c3cccc(Cl)c3)CC2)cc1 (centres undefined)	7	6	-3	0.86	-1	19	-7	0.7	34
CCCN=C(Nc1ccc(Cl)cc1)c1cccnc1	1	-10	-1	-0.64	-2	11	9	0.5	54*
CCCCOCC(O)Cn1c(C)nc2ccccc21 (centres undefined)	-8	-7	-9	-0.18	-6	2	6	0.5	46
O=C(CSCC(=O)c1ccccc1)Nc1ccccc1Cl	-4	9	-4	-1.3	4	6	-10	0.3	68*
O=[N+]([O-])c1ccc(Sc2ccc(Cl)c(Cl)c2)nc1	2	2	-4	-0.49	2	-2	-1	0.9	6
Cc1cc2cc(C(c3nnnn3Cc3ccco3)N3CCc4ccccc4C3)c(=O)[nH]c2cc1C (centres undefined)	12	0	-11	3.9*	23	17	0	1	4
CSc1nc(NCc2ccco2)c2sc3nc(C(C)C)c4c(c3c2n1)CC(C)(C)OC4	-8	3	-3	-0.11	1	-11	-4	0.9	8
Cc1cccc(-n2ncc3c(NCc4ccccc4)ncnc32)c1	-5	.	.	2	6	.	.	0.9	9
O=C(Nc1ccccc1)c1cc2c(=O)c3ccccc3oc2nc1C(F)(F)F	-3	6	-1	-0.14	-2	9	-5	1.1	-9
N#Cc1cn(CCCOc2ccccc2)c2ccccc12	.	-6	-1	-0.11	.	-22	8	.	.
CN(CCOc1ccc(Cl)cc1)c1ccc(S(=O)(=O)N2CCCCC2)cn1	-1	14	-8	0.95	15	4	-15	0.6	38
COc1ccc(S(=O)(=O)NNC(=O)c2cc3c4ccccc4n(C)c3s2)cc1	-11	5	-3	-1.3	-8	1	-4	1	5

Shown bar-delimited: entries from further up.
Molecule | PostGolgi yeast | sEH activator | S1P2 ag | hDAT+cocaine | PostGolgi ctrl | S1P2 antag | sEH inhibitor | CYP2C19 act | CYP2C19 inhib
O=[N+]([O-])c1ccc(Sc2ccc(Cl)c(Cl)c2)nc1 | 2 | 2 | -4 | -0.49 | 2 | -2 | -1 | 0.9 | 6
Cc1cc2cc(C(c3nnnn3Cc3ccco3)N3CCc4ccccc4C3)c(=O)[nH]c2cc1C (centres undefined) | 12 | 0 | -11 | 3.9* | 23 | 17 | 0 | 1 | 4

Assay outcomes (PubChem)
